High-throughput results as filed in PubChem.
FadD28 FP inh = M. tuberculosis FadD28 bisubstrate binding inhibition. AID 588549. FadD28 bisubstrate probe binding, fluorescence polarization. 360,000 tested, 0.22% active. inhibition, % at 12.5 µM; in the data active means inhibition above about 8.5%, passing the limit was not always enough; inconclusive means no clear call, values can overlap the other calls
Mtb FBA inh = Mtb fructose-bisphosphate aldolase inhibition; AID 588726; purified M. tuberculosis FBA, fluorescence read-out; inhibition, % at 1 µM; 360,000 tested, 2.3% active; P9WQA3; in the data active means inhibition above about 27%;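 further: 0% = vehicle and 100% = reference inhibitor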
Target sequence (P9WQA3 whole entry, looked up): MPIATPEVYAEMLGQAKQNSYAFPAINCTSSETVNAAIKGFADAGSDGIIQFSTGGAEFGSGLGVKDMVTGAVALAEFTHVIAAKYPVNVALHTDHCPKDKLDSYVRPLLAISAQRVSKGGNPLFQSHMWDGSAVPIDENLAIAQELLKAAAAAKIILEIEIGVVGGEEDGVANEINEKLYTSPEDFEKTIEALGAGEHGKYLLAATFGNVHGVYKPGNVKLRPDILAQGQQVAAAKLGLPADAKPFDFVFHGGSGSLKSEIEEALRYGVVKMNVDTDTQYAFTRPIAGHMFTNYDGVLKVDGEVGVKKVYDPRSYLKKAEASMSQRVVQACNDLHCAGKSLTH
GDH-TPI inh = counter-screen for M. tuberculosis FBA inhibitors: GDH-TPI coupled enzymes; inhibition, % at 4.8 µM; GDH-TPI coupled enzyme counterscreen, NADH absorbance; AID 588335; 360,000 tested, 1.2% active;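 further: 0% = DMSO wells and 100% = wells lacking the enzyme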
CCHFV vOTU inh = CCHFV vOTU protease inhibition. Pep-AMC fluorescence. inhibition, % at 11.5 µM. 370,000 tested, 0.55% active. AID 651958; further: 0% = vehicle wells with enzyme and 100% = no enzyme wells
BoNT A protease = BoNT A light chain protease inhibition; multiplex microsphere protease substrate cleavage, flow cytometry; inhibition, % at 10 µM; 360,000 tested, 0.17% active; in the data active means inhibition above about 30%; inconclusive means no clear call, values can overlap the other calls; further: plate controls were buffer without enzyme for full effect and enzyme alone for no effect
PrPC surface inh = reduces human prion protein on the cell surface; inhibition, % at 13.8 µM; P04156; 370,000 tested, 0.43% active; cell surface PrPC, TR-FRET read-out; in the data active means inhibition above about 24%; further: 0% = median of the test wells and 100% = reference compound wells
Mtb BioA inh = blocks M. tuberculosis BioA enzyme activity | purified M. tuberculosis BioA enzyme, plate reader | inhibition, % at 9.99 µM | 360,000 tested, 0.096% active; in the data active means inhibition above about 40%; inconclusive means no clear call, values can overlap the other calls
BoNT-F LC inh = blocks Botulinum neurotoxin F light chain protease | inhibition, % at 10 µM | Multiplex microsphere protease cleavage assay, flow cytometry | 360,000 tested, 0.22% active; in the data active means inhibition above about 35%, passing the limit was not always enough; inconclusive means no clear call, values can overlap the other calls; further: plate controls were buffer without enzyme for full effect and enzyme alone for no effect
UGM FP inh = inhibitors of M. tuberculosis UDP-galactopyranose mutase; purified UGM, fluorescence polarization probe displacement; AID 504406; inhibition, % at 10 µM; 320,000 tested, 0.06% active; P9WIQ1; in the data active means inhibition above about 10%, passing the limit was not always enough; inconclusive means no clear call, values can overlap the other calls
Target sequence (P9WIQ1 whole entry, looked up): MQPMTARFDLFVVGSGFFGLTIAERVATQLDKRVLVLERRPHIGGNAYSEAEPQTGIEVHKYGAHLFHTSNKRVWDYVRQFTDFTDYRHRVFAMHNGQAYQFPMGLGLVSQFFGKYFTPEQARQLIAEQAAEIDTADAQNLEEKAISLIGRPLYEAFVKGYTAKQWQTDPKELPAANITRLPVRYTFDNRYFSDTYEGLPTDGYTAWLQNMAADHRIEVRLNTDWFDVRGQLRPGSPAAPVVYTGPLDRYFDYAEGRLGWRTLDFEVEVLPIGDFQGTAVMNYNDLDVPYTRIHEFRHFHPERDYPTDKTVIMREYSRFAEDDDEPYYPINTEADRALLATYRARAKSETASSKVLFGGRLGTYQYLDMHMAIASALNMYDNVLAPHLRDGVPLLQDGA
Starred values were filed as active, the others as inactive; u = inconclusive; x = not tested or not shown. Unless noted, no stated cut-off is given here; in the data, active means inhibition above about 30%; inactive means the rest. Compounds as they come. Share with any hit: about 4.8%.

SMILES | FadD28 FP inh | Mtb FBA inh | GDH-TPI inh | CCHFV vOTU inh | BoNT A protease | PrPC surface inh | Mtb BioA inh | BoNT-F LC inh | UGM FP inh
O=C(Cc1cccs1)Nc1ccc(Cl)cc1 | 0.6 | 4.5 | -2.5 | 5.5 | -0.4 | 11.4 | -0.3 | -16.8 | 2.8
COC(=O)C1=C(CS(=O)(=O)c2ccc(OC)cc2)NC(=O)NC1c1ccccc1 (stereo not drawn) | -1.2 | -2.5 | -3.9 | 11.2 | 2.0 | 7.1 | x | 3.9 | -0.1
CC(=O)Nc1ccc(S(=O)(=O)c2c(N)n(CCN3CCOCC3)c3nc4ccccc4nc23)cc1 | -4.5 | 59.9* | 26.4 | -25.9 | 1.7 | -10.8 | 27.3 | 4.2 | -1.6
N/C(Cc1cccc2ccccc12)=N\OC(=O)COc1ccccc1 | -1.9 | 0.5 | -9.0 | -3.4 | 1.7 | 3.0 | -0.7 | -2.7 | 4.4
COC(=O)c1ccc(Cl)c(NC(=O)CN2CCOCC2)c1 | -10.6 | -2.5 | -14.8 | -9.9 | 1.1 | -0.9 | -0.4 | -2.5 | 3.8
CC(C)Cc1nc2sc3c(NCc4ccco4)ncnc3c2c2c1COC(C)(C)C2 | -0.9 | 3.6 | 11.1 | -2.1 | -1.4 | 1.8 | x | -13.9 | -4.8
O=C(CSc1ccc(-c2ccc(F)cc2)nn1)N1CCCCC1 | -3.8 | -2.9 | -16.3 | x | 0.1 | x | 6.8 | -0.7 | -3.1
Cc1cccc(CN2CCN(C(=O)c3ccccc3F)CC2)c1 | -0.7 | -0.8 | -0.4 | 7.4 | 0.1 | 1.0 | -6.8 | -15.4 | 1.0
C(=N\N1CCN(C2c3ccccc3-c3ccccc32)CC1)/c1ccncc1 | -3.8 | -1.7 | -3.4 | -3.5 | -0.5 | -1.1 | x | 5.9 | -0.2
CCN1CCN(Cc2c(O)ccc3c(=O)c(-c4ccc(OC)c(OC)c4)c(C)oc23)CC1 | -2.9 | 41.2* | 22.4 | -44.5 | -0.4 | -5.8 | 1.9 | 4.2 | 0.4
N#Cc1ccccc1S(=O)(=O)N1CCN(S(=O)(=O)c2ccc(Br)c(C(=O)O)c2)CC1 | -1.2 | 0.2 | -0.4 | -6.5 | 0.1 | 3.1 | -0.9 | 14.6 | -1.2
O=C(CSc1ccc(Cl)cc1)Nc1cccc(NC(=O)c2ccco2)c1 | 1.6 | 1.2 | 6.4 | -12.3 | -0.5 | 9.3 | -1.6 | -14.2 | -0.7
CC[C@@H](C)[C@H](NC(=O)OCc1ccccc1)c1nnc([C@@H](NC(=O)OCc2ccccc2)[C@@H](C)CC)o1 | -0.1 | 1.4 | 4.4 | 0.5 | 0.1 | -3.6 | -2.3 | 1.5 | 1.0
CCOC(=O)C1=CN(Cc2cccc(F)c2)S(=O)(=O)N(C)C1c1cccc(OC)c1 (stereo not drawn) | -3.9 | -0.7 | 7.5 | 5.3 | -0.2 | 11.1 | 0.5 | 1.0 | x
CC(C)(C)C(=O)NC1CCN(S(C)(=O)=O)CC1 | -1.0 | 0.1 | 9.8 | -1.6 | -0.3 | 1.7 | -3.9 | -7.8 | 5.0
CCN1CCCC1CNC(=O)C1CCN(Cc2nc(-c3cccc(Br)c3)oc2C)CC1 (stereo not drawn) | -3.0 | -0.4 | 5.7 | x | 1.9 | x | 0.0 | 4.1 | 0.4
CCOC(=O)C1=C(C)NC(=NC)SC1c1ccccc1 (stereo not drawn) | -1.1 | 4.3 | 8.0 | 6.2 | -2.5 | -9.1 | x | -4.5 | -1.9
CCCc1c(CC)c(=N)c2ccccc2n1C | 1.9 | 15.7 | 24.6 | x | 1.5 | x | x | 1.9 | -0.9
CC(C)C[C@H](NC(=O)N1c2ccccc2NC(=O)[C@@H]1C(C)C)C(=O)N[C@@H](Cc1ccccc1)C(=O)O | -2.0 | 0.1 | 0.0 | 3.1 | -0.5 | -2.4 | -1.9 | -1.9 | -4.3
CCc1cc2c(=O)[nH]c(CC(N)=O)nc2s1 | -0.1 | 3.6 | -0.6 | -8.0 | 1.0 | 9.0 | -2.2 | -2.9 | 1.2
Cc1cc(C)c[n+](-c2[nH]c(=O)sc2/C=N/N=C(\[O-])c2cccnc2)c1 | -2.6 | -2.1 | 34.8* | 9.8 | 1.6 | -7.8 | 5.3 | 2.3 | 3.4
CC1CCN(C(=O)c2cc(S(=O)(=O)N3CCOCC3)ccc2N2CCCC2)CC1 | -0.3 | 1.0 | -1.0 | 1.8 | 0.2 | 0.8 | 3.6 | -1.5 | 0.9
CC(=O)N1[C@H](C)C=C[C@]1(Cc1ccccc1)C(=O)NCCc1c[nH]c2ccccc12 | -1.1 | -1.7 | -2.2 | x | 0.0 | x | -0.5 | -9.9 | 2.4
COCCC1CCCCN1C(=O)c1cc(COc2cccc(C(C)=O)c2)on1 (stereo not drawn) | -0.6 | 4.0 | 1.4 | -8.4 | x | 7.1 | 0.3 | x | -2.9

The final 6 records of the section above lead into the next:
SMILES | FadD28 FP inh | Mtb FBA inh | GDH-TPI inh | CCHFV vOTU inh | BoNT A protease | PrPC surface inh | Mtb BioA inh | BoNT-F LC inh | UGM FP inh
CC(C)C[C@H](NC(=O)N1c2ccccc2NC(=O)[C@@H]1C(C)C)C(=O)N[C@@H](Cc1ccccc1)C(=O)O | -2.0 | 0.1 | 0.0 | 3.1 | -0.5 | -2.4 | -1.9 | -1.9 | -4.3
CCc1cc2c(=O)[nH]c(CC(N)=O)nc2s1 | -0.1 | 3.6 | -0.6 | -8.0 | 1.0 | 9.0 | -2.2 | -2.9 | 1.2
Cc1cc(C)c[n+](-c2[nH]c(=O)sc2/C=N/N=C(\[O-])c2cccnc2)c1 | -2.6 | -2.1 | 34.8* | 9.8 | 1.6 | -7.8 | 5.3 | 2.3 | 3.4
CC1CCN(C(=O)c2cc(S(=O)(=O)N3CCOCC3)ccc2N2CCCC2)CC1 | -0.3 | 1.0 | -1.0 | 1.8 | 0.2 | 0.8 | 3.6 | -1.5 | 0.9
CC(=O)N1[C@H](C)C=C[C@]1(Cc1ccccc1)C(=O)NCCc1c[nH]c2ccccc12 | -1.1 | -1.7 | -2.2 | x | 0.0 | x | -0.5 | -9.9 | 2.4
COCCC1CCCCN1C(=O)c1cc(COc2cccc(C(C)=O)c2)on1 (stereo not drawn) | -0.6 | 4.0 | 1.4 | -8.4 | x | 7.1 | 0.3 | x | -2.9
CCOc1ccc(NC(=O)[C@@H](NC(=O)c2ccco2)C(C)C)cc1 | -0.6 | 2.3 | -4.6 | 3.8 | -12.1 | -0.2 | x | u | 0.8
CCOC(=O)c1ccc(NC(=O)C(C)Sc2nc(O)c(-c3ccccc3)c(=O)[nH]2)cc1 (stereo not drawn) | -1.0 | -2.2 | -3.8 | 2.0 | -0.3 | 1.9 | x | 1.7 | 3.7
CCN(C(=O)CSc1nc2cc(C(=O)O)ccc2c(=O)n1-c1ccccc1F)C1CCS(=O)(=O)C1 (stereo not drawn) | -3.0 | 2.6 | 8.2 | 6.5 | 3.2 | 1.8 | 0.3 | -4.5 | x
O=C(Nc1sc2c(c1-c1nc3ccccc3[nH]1)CCCC2)C1CC1 | -3.2 | 16.1 | 12.9 | -19.5 | 0.7 | -1.5 | -1.9 | -2.9 | -0.1
COc1ccc(C(=O)O/N=C(\N)c2ccccc2)cc1 | 0.3 | -0.9 | -12.5 | -12.6 | -2.0 | 5.8 | -1.1 | -20.4 | 2.0
COc1ccc(OC)c(N2C(=O)CC(Cc3cc(C)cc(C)c3)C2=O)c1 (stereo not drawn) | 1.9 | 1.0 | 0.0 | 5.4 | 0.1 | -3.3 | -1.2 | -5.5 | -0.1
COc1ccc(OCCN2CCC(C(=O)NC(c3ccc(Cl)cc3)c3cccnc3)CC2)cc1 (stereo not drawn) | -0.9 | -2.0 | 7.1 | 3.9 | -0.8 | -16.4 | 0.5 | -1.8 | x
CC(C)CN(CCCNC(=O)CN1C(=O)CSc2ccc(S(=O)(=O)N3CCOCC3)cc21)CC(C)C | 1.1 | 0.0 | 1.0 | -8.0 | 1.1 | 0.7 | x | 0.9 | 1.9
COc1ccc(C(=O)Nc2ccc(S(=O)(=O)N3CCCC3)cc2)c(OC)c1 | -1.4 | 3.1 | -2.9 | -2.2 | 0.9 | 0.8 | 0.1 | 9.2 | 1.6
Cc1cc2c(cc(C(=O)OC(C(=O)NCc3ccco3)C(C)C)n2C)o1 (stereo not drawn) | -2.2 | -0.4 | 16.3 | 13.5 | -1.3 | 5.4 | -0.6 | -7.6 | -2.4
O=C1C(=O)N(C/C=C/c2ccccc2)c2ccccc21 | -1.9 | 4.9 | 9.3 | -1.6 | 1.0 | -8.8 | -3.1 | 22.9 | -1.0
O=C(CNC(=O)c1ccc(Cl)cc1)N/N=C/c1cccnc1 | -0.5 | 1.2 | -3.4 | -15.6 | -1.1 | 0.3 | 2.5 | u | 0.6
COc1ccccc1-c1cc(C(=O)NCCCN2CCOCC2)no1 | -3.5 | 2.3 | 6.6 | 18.0 | -1.6 | -3.6 | -1.2 | -5.9 | 1.3
Cc1[nH]c(=O)[nH]c(=O)c1CSc1nnc(CCCCCNC(=O)OC(C)(C)C)o1 | -3.2 | 2.4 | 1.0 | 6.1 | 0.5 | 8.2 | 3.2 | -4.2 | -2.1
Cc1nc(SCCC(=O)O)c2ccccc2n1 | -1.3 | -1.9 | 11.3 | 7.0 | 0.0 | 102.8* | -1.3 | -7.6 | 3.1
Cc1cccc(C)c1NC(=O)Cc1cccs1 | -3.2 | -1.8 | 8.1 | 5.4 | -0.2 | -6.2 | -2.2 | u | -0.8
CCOc1cccc(CN2CCC(n3nccc3NC(=O)CCCc3ccccc3)CC2)c1 | -1.8 | -2.4 | -3.5 | -3.0 | 0.6 | -11.8 | -0.8 | -1.2 | -0.7
CCN1CCN(c2ccc(S(=O)(=O)N3CCCCC3)cc2NC(=O)c2ccc(C)o2)CC1 | -2.1 | 0.0 | -0.3 | x | 0.7 | x | 1.3 | 9.2 | -1.3
N#CCC(=O)Nc1ccc(C(=O)OC(C(=O)Nc2ccc([N+](=O)[O-])cc2Br)c2ccccc2)cc1 (stereo not drawn) | -2.2 | 3.2 | 13.9 | 1.9 | -0.4 | -4.6 | -3.2 | -6.1 | x
CC(=O)Nc1cccc(NC(=O)C(=O)c2cn(CC(=O)N3CCCCC3)c3ccccc23)c1 | -5.5 | 5.7 | 8.8 | 3.3 | 6.2 | -3.1 | x | 0.9 | -0.1
Cc1ccc2c(c1C)OC(=O)CC2(C)C | 0.4 | 4.9 | 6.1 | -13.2 | -0.5 | -6.5 | 0.9 | 1.9 | -0.8
Fc1cccc(/C=N/Nc2nccnc2Cl)c1 | -3.9 | 1.0 | 25.1 | 9.1 | -0.6 | 2.5 | 6.4 | u | 3.8
CCCCSCc1[nH]c(=O)[nH]c1C(=O)CCCCC(=O)OCC | 1.1 | 1.8 | -4.7 | -6.2 | 3.7 | 3.4 | -1.0 | 31.0 | 0.1
CN(c1ccc(C(=O)O)cc1)S(=O)(=O)c1ccc(Cl)cc1 | -0.4 | 2.6 | -2.2 | -2.6 | 0.6 | 8.0 | -1.4 | -16.6 | -1.0
CCCCCCC=C1CCC(CN2CCCC2)C1=O (stereo not drawn) | -2.4 | 0.0 | x | 12.2 | -0.9 | 7.6 | x | -3.2 | x
COc1ccc2[nH]cc(CCNC(=O)/C=C/[C@H]3O[C@@H](n4cnc5c(NC(=O)c6ccccc6)ncnc54)[C@H](O)[C@@H]3O)c2c1 | -2.7 | -0.6 | x | -2.8 | -0.2 | 3.5 | 2.7 | 9.6 | x
CCOC(=O)Cc1nnc(NC(=O)C(CC)Sc2nncn2C)s1 (stereo not drawn) | -1.8 | 2.1 | -12.0 | 6.0 | -0.8 | -0.4 | 0.3 | -12.3 | 0.1
O=S(=O)(Nc1ccc(N2CCOCC2)nn1)c1ccccc1 | -0.7 | 2.8 | -3.1 | 5.7 | 0.2 | 0.7 | -2.0 | 4.9 | 1.2
O=C(COc1ccc(F)cc1)N(c1ccccn1)C1CCCCC1 | 1.0 | -1.7 | 8.0 | 6.6 | -0.2 | 7.8 | 0.5 | -2.0 | -0.7
COc1ccc(C(=O)CCN2CCCC(C)C2)cc1 (stereo not drawn) | -0.2 | 0.4 | -7.3 | -12.0 | 1.4 | -9.1 | -0.1 | -23.7 | 0.3
